RNase H inhibition – RNase H inhibition, HIV 1 Gag Pol polyprotein, FRET biochemical assay, screening (AID 372); HIV-1 RT RNase H, FRET RNA/DNA substrate fluorescence; higher % means a stronger effect; one-dose inhibition, % at 10 µM; IC50 in µM for titrated hits; hit rate 0.77% among 100,000; in the data active = inhibition above about 50%
Active calls of the source: *. Not all compounds are listed; the hit share may differ from the screen's.

SMILES	RNase H inhibition
COc1ccc(CN(C)CCN(C)C)cc1OC	0%
Cc1ccc(Cl)cc1N(Cc1ccc(C(=O)NN=C2CCN(C)CC2)cc1)S(=O)(=O)c1ccccc1	9%
COc1ccc(NC(=O)c2cccc3c2-c2ccc(I)cc2C3)cc1	34%
Cc1cccc(C)c1NC(=O)C(C)Sc1ccc(Cl)cc1 (centres undefined)	1%
CCOC(=O)c1ccccc1NC(=O)c1ccc(CN2CCc3ccccc3C2)cc1	8%
CCC(C)NC(=O)C(=O)NCCc1ccccc1 (centres undefined)	5%
CCc1ccccc1N(CC(=O)Nc1ccccc1C(=O)OC)S(C)(=O)=O	0%
O=C(O)c1c(Cl)c(C(=O)O)c(C(=O)O)c(Cl)c1C(=O)O	1%
COc1ccc(NC(=O)c2ccc(N(Cc3ccc(Cl)cc3)S(C)(=O)=O)cc2)cc1	22%
COc1ccc(C2C(C(=O)OC3CCCC3)=C(C)NC3=C2C(=O)CC(c2cccs2)C3)cc1OC (centres undefined)	6%
Fc1ccc(C2CC(c3ccc(Cl)cc3)=NN2c2ccccc2Cl)cc1 (centres undefined)	5%
Cc1ccc(CNC(=O)Cc2ccc(Br)cc2)cc1	4%
N/C(Cc1ccc(Cl)cc1Cl)=N\OC(=O)COc1ccccc1	7%
O=C(COc1cccc(Br)c1)Nc1ccc(Cl)c(C(F)(F)F)c1	10%
S=c1[nH]nc(-c2ccc(Cl)cc2)n1-c1ccc(Cl)cc1	6%
COc1ccc(Cl)cc1NC(=O)c1cc(-c2ccc(Br)cc2)nc2ccccc12	5%
Cc1ccc(-n2cnc(N)c2C(=O)c2ccc(Br)cc2)cc1	13%
NC(N)=Nc1ccc(C(=O)Oc2ccc([N+](=O)[O-])cc2)cc1	1%
Oc1ccc(Br)cc1C=Nc1cc(Cl)ccc1Cl	12%
COc1ccc(N2C(=O)CC(N3CCN(c4ccccc4F)CC3)C2=O)cc1 (centres undefined)	2%
CCn1c2c(c3cc([N+](=O)[O-])ccc31)CCCC2=O	5%
COc1cc(C(=O)Nc2nccs2)cc(OC)c1OC	0%
COc1ccc(/C=C2/C=C(c3ccccc3)OC2=O)cc1OC	4%
CCc1ccc(C2C(C(=O)OC)=CN(CC3CCCO3)C=C2C(=O)OC)cc1 (centres undefined)	7%
COc1ccc([N+](=O)[O-])cc1NC(=O)c1ccccc1F	1%
(further entries)
SMILES	RNase H inhibition
Cc1cccc(NC(c2ccc3ccc(C)nc3c2O)c2c(F)cccc2Cl)n1 (centres undefined)	3%
O=C(O)/C=C/C=C/c1ccc(Cl)cc1	9%
CCc1ccc(/C=C(/C#N)c2nc(-c3ccc(Cl)c(Cl)c3)cs2)cc1	4%
CCN1C(=O)/C(=C/c2cc([N+](=O)[O-])ccc2OC)SC1=S	12%
N#CC1=C(N)C(C#N)(C#N)C(c2cccnc2)C2CSCC=C12 (centres undefined)	15%
Cc1ccc(S(=O)(=O)Oc2c(Cl)cc(Cl)cc2/C=C2\SC(=S)N(C)C2=O)cc1	9%
CC(C)(C)C(=O)Nc1ccc(S(=O)(=O)Nc2nccs2)cc1	2%
O=C(CC12CC3CC(C1)CC(CC(=O)N1CCOCC1)(C3)C2)N1CCOCC1	0%
O=Cc1cn(CCOc2ccc(F)cc2)c2ccccc12	0%
Cc1nc(-c2ccccc2)nc(N/N=C/c2ccccc2)c1C	15%
CC(=O)Nc1ccc(S(=O)(=O)Nc2ccc3c(c2)OCCO3)cc1	8%
O=c1[nH]c(N/N=C/c2cccs2)nnc1-c1ccccc1	0%
S=C(Nc1ccc(Cl)cc1Cl)NC1CCCCC1	0%
O=S(=O)(Nc1ccc(S(=O)(=O)N2CCOCC2)cc1)c1ccc(Br)cc1	0%
CCOC(=O)C1=C(C)NC2=C(C(=O)CC(C)(C)C2)C1c1ccc(C)cc1C (centres undefined)	11%
Brc1ccc(C2=NN(c3nc(-c4ccccc4)c4ccccc4n3)C(c3ccc(Br)cc3)C2)cc1 (centres undefined)	20%
CC(=O)NC1=NC(=O)/C(=C\c2ccccc2C)S1	2%
CN(C)c1ccc(C=NN2CCN(C3c4ccccc4-c4ccccc43)CC2)cc1	4%
O=c1nc(/C=C/c2cc3c(cc2Cl)OCO3)cc(C(F)(F)F)[nH]1	2%
C=CCc1ccccc1OCC(N)=O	6%
O=C(Nc1ccc(-c2nc3ccccc3o2)cc1)c1ccc(Oc2ccc([N+](=O)[O-])cc2)cc1	0%
CCC(OC(=O)CN1C(=O)C(=O)c2ccccc21)C(=O)Nc1ccc(S(N)(=O)=O)cc1 (centres undefined)	12%
COc1cccc(OC)c1C(=O)Nc1c(C(C)C)cccc1C(C)C	10%
Cc1oc(C(=O)O)cc1CSC(C)C(=O)O (centres undefined)	0%
C/C(=N\NC(=O)c1cc(-c2ccc3ccccc3c2)n[nH]1)c1ccc(C)cc1	45%
Next records
SMILES	RNase H inhibition
O=C(c1cc(-c2ccccc2)nc2ccccc12)N1CCCC1	14%
COC(=O)CN(c1cccc(Cl)c1C)S(=O)(=O)c1ccc(C)cc1	8%
Cc1cccc(N/C(N)=N/c2nc(C(F)(F)F)cc(=O)[nH]2)c1C	9%
O=C(Nc1cc(C(F)(F)F)ccc1Cl)c1ccc([N+](=O)[O-])o1	0%
COc1ccc(-c2nc(NC(C)=O)sc2C)cc1[N+](=O)[O-]	6%
CCCN(/C=N/S(=O)(=O)c1ccc(Cl)cc1)CCC	0%
CSc1nnc2c(n1)OC1(Nc3ccccc3-2)C(=O)Nc2ccc(Br)cc21 (centres undefined)	5%
CC(C)Oc1ccc(C(=O)NC(=S)Nc2cccc([N+](=O)[O-])c2)cc1	16%
Cc1ccc(S(=O)(=O)Nc2ccc(O)cc2)c(C)c1	4%
Cc1ccc(S(=O)(=O)N(CC(O)CN(C)C)c2cccc3ccccc23)cc1 (centres undefined)	8%
COc1ccc(C(O)c2coc3ccc(O)c(CN(C)C)c23)cc1 (centres undefined)	2%
N#CC1=C(N)c2ccccc2CC12CCCCC2	3%
Cc1ccccc1Cn1cc(C=C2C(=O)N(C)C(=O)N(C)C2=O)c2ccccc21	24%
COc1ccc(CNCc2ccccn2)cc1OC	3%
C=CCNC(=O)/C=C/c1ccc(OC)cc1	9%
O=C(c1ccccc1F)N1CCN(c2ccc([N+](=O)[O-])cc2C(F)(F)F)CC1	5%
Clc1ccc(Cc2noc(C34CC5CC(CC(C5)C3)C4)n2)cc1	14%
Cc1ccc(CN2CCN(CCNC(=O)C(=O)Nc3ccc(F)cc3)CC2)cc1	6%
COc1cc(C)ccc1OCCCOc1ccc(C=O)cc1	21%
O=C1/C(=C/c2ccc(Br)cc2)SC(=S)N1Cc1ccco1	26%
COc1cc(/C=C2/SC(=S)N(C)C2=O)ccc1OCCOc1cc(C)ccc1C(C)C	1%
Cc1ccc(NC(=O)OCC(F)(F)C(F)F)cc1NC(=O)OCC(F)(F)C(F)F	10%
O=C(NC(=S)Nc1cccc(-c2nc3ccccc3o2)c1)c1ccccc1	9%
N#Cc1c(NC(=S)NC(=O)c2sc3ccccc3c2Cl)sc2c1CCCCC2	6%
COC(=O)C1=C(C)NC2=C(C(=O)CC(c3ccc(OC)cc3)C2)C1c1ccc(O)cc1 (centres undefined)	11%
Continuation.
SMILES	RNase H inhibition
COc1ccc(CC(=O)Nc2ccccc2F)cc1	0%
CCOc1cc(/C=C2\C(=O)NN(c3ccc(Cl)c(Cl)c3)C2=O)ccc1OC(C)=O	26%
COc1ccc2c(c1)-c1c(sn(-c3ccc(NC(C)=O)cc3)c1=S)C(C)(C)N2	21%
CCCC(=O)Nc1sc(C(=O)N(CC)CC)c(C)c1C(=O)OC	24%
Cc1cccc(OCC(=O)N/N=C/c2cc(Br)cc(I)c2O)c1	20%
COc1cccc2c(=O)c(CN3CCOCC3)c(C)[nH]c12	7%
CCN1C(=O)/C(=C/c2ccc(OCCOc3cc(C)ccc3C)c(OC)c2)SC1=S	11%
COC(=O)c1ccccc1NC(=O)CN(c1ccc(C)cc1)S(C)(=O)=O	0%
CCN(CC)c1ccc(C=C(C#N)C#N)c(OC)c1	37%
O=C(O)/C=C/C(=O)Nc1ccc2c(c1)OCO2	7%
Cc1ccc(N(CC(=O)O)S(C)(=O)=O)c(C)c1	15%
CCOC(=O)c1c(NC(=S)NC(=O)c2cccc(Br)c2)sc2c1CCCC2	3%
CC(=O)Oc1c2c3c(noc3c3ccccc13)C(Sc1ccc(C)cc1)=CC2=O	6%
CCOc1ccc(OC)cc1/C=N/NS(=O)(=O)c1ccc(Cl)cc1	6%
Brc1cccc(CN2CCN(Cc3cccc(Oc4ccccc4)c3)CC2)c1	16%
COc1ccc(CN2CCN(Cc3ccc4c(c3)OCO4)CC2)c2ccccc12	7%
O=C(Nc1ccc2oc(-c3cccnc3)nc2c1)c1ccncc1	4%
CC(C)(Cc1ccc(O)cc1)NC(=O)SCc1ccccc1	7%
S=C(c1cccc(OCc2ccccc2)c1)N1CCOCC1	13%
CCOc1cc(/C=N/NC(=O)CSc2ncccn2)ccc1OCc1ccc(Cl)cc1	8%
COC(=O)c1sc(NC(=O)c2cccc(F)c2)c(C(=O)OC)c1C	0%
CC(C)CCNC(=O)COc1ccccc1	12%
O=C(N/N=C/C=C/c1ccco1)c1cc(Cl)ccc1O	9%
N#CC1(C(=O)Nc2ccc(C(=O)O)cc2)CC2c3ccccc3C1c1ccccc12 (centres undefined)	0%
O=[N+]([O-])c1ccc(S(=O)(=O)N(CCO)C2CCCCC2)cc1	0%

20 entries from above, arranged by molar mass, high to low.
SMILES	RNase H inhibition
Brc1ccc(C2=NN(c3nc(-c4ccccc4)c4ccccc4n3)C(c3ccc(Br)cc3)C2)cc1 (centres undefined)	20%
CCOc1cc(/C=N/NC(=O)CSc2ncccn2)ccc1OCc1ccc(Cl)cc1	8%
CCN1C(=O)/C(=C/c2ccc(OCCOc3cc(C)ccc3C)c(OC)c2)SC1=S	11%
COc1ccc2c(c1)-c1c(sn(-c3ccc(NC(C)=O)cc3)c1=S)C(C)(C)N2	21%
N#CC1(C(=O)Nc2ccc(C(=O)O)cc2)CC2c3ccccc3C1c1ccccc12 (centres undefined)	0%
Cc1ccccc1Cn1cc(C=C2C(=O)N(C)C(=O)N(C)C2=O)c2ccccc21	24%
Fc1ccc(C2CC(c3ccc(Cl)cc3)=NN2c2ccccc2Cl)cc1 (centres undefined)	5%
COC(=O)CN(c1cccc(Cl)c1C)S(=O)(=O)c1ccc(C)cc1	8%
CCCC(=O)Nc1sc(C(=O)N(CC)CC)c(C)c1C(=O)OC	24%
CC(C)(C)C(=O)Nc1ccc(S(=O)(=O)Nc2nccs2)cc1	2%
O=C(Nc1cc(C(F)(F)F)ccc1Cl)c1ccc([N+](=O)[O-])o1	0%
O=[N+]([O-])c1ccc(S(=O)(=O)N(CCO)C2CCCCC2)cc1	0%
COc1ccc(C(O)c2coc3ccc(O)c(CN(C)C)c23)cc1 (centres undefined)	2%
O=C(O)c1c(Cl)c(C(=O)O)c(C(=O)O)c(Cl)c1C(=O)O	1%
COc1ccc(/C=C2/C=C(c3ccccc3)OC2=O)cc1OC	4%
COc1cc(C(=O)Nc2nccs2)cc(OC)c1OC	0%
COc1ccc([N+](=O)[O-])cc1NC(=O)c1ccccc1F	1%
O=Cc1cn(CCOc2ccc(F)cc2)c2ccccc12	0%
COc1ccc(CC(=O)Nc2ccccc2F)cc1	0%
O=C(O)/C=C/C=C/c1ccc(Cl)cc1	9%

(further entries)
SMILES	RNase H inhibition
COc1ccc2c(=O)cc(C(F)(F)C(F)(F)C(F)(F)C(F)F)oc2c1	5%
CCc1sc(-c2c(C#N)c(N)nc3c2CCCCC3)cc1Br	12%
COc1ccc(CCNC(=O)CN(c2ccc(OC)cc2)S(C)(=O)=O)cc1	6%
COc1ccc(-c2cc(C(=O)N/N=C\c3cccc(O)c3)[nH]n2)cc1	11%
Cc1oc2cc(OCC(=O)OCc3ccccc3)ccc2c(=O)c1-c1nc2ccccc2s1	0%
COc1ccc2c(=O)cc(-c3ccccc3)oc2c1	15%
O=C(NNc1nc(N2CCOCC2)nc(N2CCOCC2)n1)c1ccc(F)cc1	0%
COc1ccc(OC)c(N=CC2=C(O)CC(C)(C)CC2=O)c1	7%
O=C(CSc1ccc2ccccc2n1)N/N=C/c1cccc(F)c1	35%
O=S(=O)(c1ccccc1)N1CCN(C/C=C/c2ccccc2)CC1	8%
C=CCN1C(=O)/C(=C/c2ccc(OCC)cc2O)SC1=S	21%
Cc1nc2ccc(Br)cc2c2c1CC(C(C)(Cl)Br)O2 (centres undefined)	5%
COCC(=O)Nc1ccc(Cl)c([N+](=O)[O-])c1	23%
O=P(Cc1ccccn1)(c1ccccc1)c1ccccc1	0%
CCN(C(=O)c1ccc(Br)cc1)c1ccccc1C	15%
CC(=O)c1cccc(NC(=O)COc2ccc(Cl)cc2)c1	11%
O=C(Nc1ccc2oc(-c3cccc(Br)c3)nc2c1)c1ccc([N+](=O)[O-])cc1Cl	41%
Cc1cccc(NC(=O)/C(C#N)=C\c2ccc3c(c2)OCO3)c1C	14%
C=CCc1ccc(OCCn2cc(C=C3C(=O)NC(=S)NC3=O)c3ccccc32)c(OC)c1	33%
CC(C)c1ccc(NS(=O)(=O)c2ccc([N+](=O)[O-])cc2)cc1	10%
COc1ccc(OC)c(/C=C2N=C(/C=C/c3ccccc3)OC/2=O)c1	3%
CC1=C(C(=O)OCC2CCCO2)C(c2cccc(C(F)(F)F)c2)C2=C(CCCC2=O)N1 (centres undefined)	1%
O=C1C(Cl)=C(Nc2ccc(F)cc2)C(=O)N1c1ccc(Cl)cc1	37%
CCCCc1c(C)[nH]c2ccc(C(=O)O)cc2c1=S	7%
CCOC(=O)C1=C(c2ccccc2)N=c2s/c(=C\c3cccc(O)c3)c(=O)n2C1c1cccs1 (centres undefined)	29%
The listing continues.
SMILES	RNase H inhibition
CC1=NN(C(=O)COc2ccccc2)C(O)(C(F)(F)F)C1 (centres undefined)	3%
Cc1ccccc1Cn1cc(C=C2C(=O)NC(=S)NC2=O)c2ccccc21	9%
COc1ccc(-c2nc3cc(NC(=S)NC(=O)c4ccc(C)c(C)c4)ccc3o2)cc1	31%
CCCC(C)C(=O)NCc1ccc(OC)cc1 (centres undefined)	7%
Cc1ccc(C2(c3ccc(C)cc3)CC2C(=O)Nc2ccncc2)cc1 (centres undefined)	18%
O=C(COc1cccc(Cl)c1)N/N=C\c1ccc(O)cc1	1%
CCOCCOC(=O)C1=C(C)NC2=C(C(=O)CCC2)C1c1cccc(OC)c1OC (centres undefined)	0%
O=C(O)c1ccc(N2Cc3ccccc3C2)cc1	11%
O=C(COc1ccccc1)Nc1cccc(NC(=O)c2ccco2)c1	13%

Assay outcomes (PubChem BioAssay)
